# C2C12 statin = suppressors of simvastatin-induced myotoxicity in C2C12 myotubes. ATP luminescence, 48 h; scaled: DMSO 0, geranylgeraniol control 100. rescue of ATP level, % at 7.49 µM. hit rate 0.78% among 330,000. AID 602340;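 active = mean ATP rescue above about 67%, or every replicate alone reaching that limit, limit read from the data, passing the limit was not always enough; inconclusive = no clear call, values can overlap the other calls; inactive = mean under the limit and some replicate under it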;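 also: myotubes were challenged with 10 µM simvastatin during compound exposure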
# Cneo AK release = causes C. neoformans cell lysis | adenylate kinase release luminescence, 4 h; normalised: neutral wells 0, clomiphene wells 100 | lysis activity, % at 15 µM | hit rate 0.2% among 360,000;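 active = mean lysis activity across replicates of at least 80%, whatever share of replicates individually reach that level; inactive = mean lysis activity below 80%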
#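 Test system: log-phase Cryptococcus neoformans yeast cells. Input: 5 × 10^6 yeast cells/mL. Medium: fresh YPD growth medium. Doses: single dose. Incubation: static 4 h at 37 °C with compound, 1 h detection. Measured by: luminescent adenylate kinase detection reagent. Read-out: signal increase indicating cell lysis. Benchmarks: Clomiphene.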
# PglD inh = inhibitors of Campylobacter jejuni PglD acetyltransferase; hit rate 0.098% among 360,000; inhibition, % at 12.5 µM; purified PglD enzyme, DTNB colorimetric CoA detection; in the data active = inhibition above about 16%, passing the limit was not always enough; inconclusive = no clear call, values can overlap the other calls; also: strong numbers were not always called active
# PGC1a acetyl inh = lowers PGC1a acetylation signal in U2OS cells; AID 651687; inhibition, % at 15.6 µM; AlphaScreen anti-acetyl-lysine; with virally co-expressed GCN5 acetyltransferase; hit rate 0.17% among 350,000;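 active = every replicate shows inhibition of at least 40%; inconclusive = mean inhibition at least 40% but some replicate below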;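 also: 0% = neutral control wells and 100% = positive control wells; some results beyond the cut were filed as inactive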
# GSIS activator = primary screen for activators of insulin secretion dependent on glucose, INS-1E cells, GLuc reporter luminescence; INS-1E GLuc reporter insulin secretion, 2-3 h; activation, % at 16.6 µM; hit rate 0.61% among 370,000; AID 743287;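 active = lowest replicate activation of at least 40%, so every replicate reaches that level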;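 also: 0% = median of neutral control wells and 100% = median of IBMX positive control wells; some compounds called inactive have numbers as strong as hits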
# CFTR F508del cor = CFTR F508del correction in bronchial cells. CFBE cells, YFP halide quenching; stimulated with forskolin plus potentiator P3; % fluorescence drop versus neutral controls. activity (quench increase), % at 7.58 µM. hit rate 0.36% among 350,000;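 active = mean added fluorescence quench of at least 8% versus neutral control, with both replicates also reaching 8%; inconclusive = only one of the mean or replicate conditions met; inactive = mean below 8% and not both replicates reaching 8%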;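 also: cells transiently co-express mutant CFTR-F508del with the halide-sensitive YFP; corrector assay measuring rescue of mutant channel to the surface after 24 h compound exposure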
# FN deposit inh = fibronectin deposition inhibition; AID 743247; AH1F fibroblasts, Alexa488-fibronectin deposition fluorescence, overnight; hit rate 0.086% among 350,000; inhibition, % at 12.6 µM;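 active = mean inhibition across replicates of 30% or more, regardless of how many single replicates reach that level; inconclusive = mean under 30% yet at least half of replicates reach 30%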;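 also: positive control wells lacked labelled fibronectin entirely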
#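 Test system: AH1F fibroblast monolayer depositing Alexa488-labelled fibronectin into matrix. Input: 10000 cells per well. Technique: fluorescence, ex 485 nm, em 525 nm. Buffer or medium: DMEM plus 2% serum, read in PBS. Timing: 1 h cell adhesion before compound, then overnight fibronectin incubation. Compound: single dose, pinned. Read-out basis: inhibition from reduced deposited-fibronectin fluorescence.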
# miR-122 sensor = blocks miR-122 activity in Huh7 sensor cells. AID 602342. activation (reporter increase), % at 12.5 µM. hit rate 0.3% among 340,000. Huh7 miR-122 Renilla luciferase sensor, 48 h; neutral wells = 0, positive control = 100;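 active = mean replicate activation score at least 90 and every replicate individually at or above 90; inconclusive = only one of the two criteria met; inactive = neither criterion met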;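 also: higher luciferase means less miR-122 activity so hits act as miR-122 inhibitors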
# Starred values were filed as active, the others as inactive; ? = inconclusive; . = not tested or not shown; [ ] = remark or other dose.
SMILES,C2C12 statin,Cneo AK release,PglD inh,PGC1a acetyl inh,GSIS activator,CFTR F508del cor,FN deposit inh,miR-122 sensor
CN(Cc1cccc(F)c1)C(=O)C1CC(=O)N(Cc2ccco2)C1 (stereo not drawn),6,-1,0,10,8,1.1,-3,-8
O=C(Nc1ccccc1)c1cccnc1N1CCOCC1,4,-2,-8,.,11,.,4,4
COc1ccc(C#Cc2ccc([C@H]3[C@H]4CN(C(=O)Nc5ccccc5)CCCCN4[C@H]3CO)cc2)cc1,.,44,6,-4,8,0.9,.,42[16.7 µM]
CCCNC(=O)N(C)C[C@H]1Oc2ncc(-c3cccc(C#N)c3)cc2C(=O)N([C@@H](C)CO)C[C@H]1C,1,3,0,6,14,-0.5,.,.
C[C@@H]1CN([C@H](C)CO)C(=O)c2cc(C#CC3(O)CCCC3)cnc2O[C@@H]1CN(C)S(=O)(=O)c1ccc(F)cc1,0,0,-3,1,-2,1.0,.,10[16.7 µM]
CCOc1ccc2ccccc2c1C1NC(=O)N(C)C(C)=C1C(=O)OCCOC (stereo not drawn),21,-2,1,7,9,-1.4,0,-5
CCCNC(=O)C1(C)CCN(C(=O)c2ccc3sccc3c2)C1 (stereo not drawn),-1,1,5,.,.,2.7,-3,0
N=c1n(-c2ccccc2)c(O)cc(=O)n1-c1ccccc1,123*,3,3,-18,.,.,.,-5
C=CCNC(=O)N1C2=NC(C(=O)OC)=C(C(=O)OC)[C@@H]3N(Cc4ccccc4)c4ccccc4[C@]23C[C@H]1C(=O)OC,.,1,-3,5,-4,1.8,4,-5
C=CCNc1ncnc2c1cnn2-c1ccc(Cl)cc1,-39,-2,.,-2,.,0.2,6,-2
Cc1noc(C)c1S(=O)(=O)Nc1ccc2c(c1)C(=O)N([C@H](C)CO)C[C@@H](C)[C@@H](CN(C)C(=O)CCC(F)(F)F)OCCCC[C@H](C)O2,.,43,-3,-12,1,-1.7,.,10[16.7 µM]
Cc1ccc(C(=O)NCc2ccc(F)cc2)s1,.,0,-5,-2,.,1.4,-1,-2
Cc1cc(C)nc(NC(=O)CSc2nc3ccccc3s2)n1,?,-7,-7,0,0,0.3,.,17
COc1cc2ccccc2cc1C(=O)NC1CCCC1,1,0,-3,-3,.,-5.9,-20,13
Cc1ccc(F)c([C@H]2[C@@H]3C=CCC[C@@]3(C)C(=O)N2Cc2ccccc2)c1,2,1,-2,-3,-12,-0.6,9,-2

# Continued, starting with the last 3 of the part before.
SMILES,C2C12 statin,Cneo AK release,PglD inh,PGC1a acetyl inh,GSIS activator,CFTR F508del cor,FN deposit inh,miR-122 sensor
Cc1cc(C)nc(NC(=O)CSc2nc3ccccc3s2)n1,?,-7,-7,0,0,0.3,.,17
COc1cc2ccccc2cc1C(=O)NC1CCCC1,1,0,-3,-3,.,-5.9,-20,13
Cc1ccc(F)c([C@H]2[C@@H]3C=CCC[C@@]3(C)C(=O)N2Cc2ccccc2)c1,2,1,-2,-3,-12,-0.6,9,-2
CC(=O)c1c[nH]c(C(=O)NCc2cccc(C(F)(F)F)c2)c1,-2,0,-4,-5,6,-3.8,-8,2
CCOc1ccc(C(C)=O)cc1COC(=O)CCc1cc(OC)c(OC)c(OC)c1,-1,7,-8,.,-5,0.6,-3,-2
CC(C)NC(=O)C(C)n1cccc1C(=O)c1ccccc1 (stereo not drawn),15,0,5,7,.,.,.,-7
CC(C)NC(=O)Nc1ccc2c(c1)C(=O)N([C@@H](C)CO)C[C@H](C)[C@@H](CN(C)Cc1ccc(C(=O)O)cc1)OCCCC[C@@H](C)O2,.,-2,-1,2,20,-2.0,-1,-1[16.7 µM]
C[C@@H]1CN([C@@H](C)CO)C(=O)c2cc(NC(=O)C3CCCCC3)ccc2O[C@H]1CN(C)Cc1ccc(C(=O)O)cc1,1,-3,2,-8,2,-2.0,.,-2[16.7 µM]
N#C[C@@H]1[C@H](c2ccccc2)[C@@H](CO)N1C(=O)c1ccc2c(c1)OCO2,-3,-2,0,-14,-2,-1.0,-1,.
COc1ccc(S(=O)(=O)NC2CCCCC2)cc1C(=O)N1CCCCC1,-1,1,5,.,5,-2.1,-5,.
Cc1cc(NC(=O)CCCS(=O)(=O)c2nc(-c3cccs3)cc(C(F)(F)F)n2)no1,.,-3,0,-12,1,.,1,-4
Cc1cc(N2CCOCC2)nc(-c2ccc([N+](=O)[O-])cc2)n1,.,-2,3,7,20,.,9,7
O=C(O)[C@@H]1[C@@H](CO)[C@@H]2Cn3c(ccc(C4=CCCCC4)c3=O)[C@@H]2N1Cc1ccccc1F,10,-3,6,3,3,-1.6,.,-4[16.7 µM]
CCN(CC)CCCNC(=S)N1CCn2c(nc3ccccc32)C1,1,2,-2,6,18,.,.,7
COC(=O)c1cn(C(C)C(=O)NCc2ccco2)c2ccccc12 (stereo not drawn),.,-1,-3,.,.,.,-7,2
CC1(C)NC(=O)N(CCCCOc2cccc(C(F)(F)F)c2)C1=O,-3,6,2,-1,-8,.,-5,-6
O=C(Nc1nnc(CCN2CCCCC2)s1)c1ccc(Br)cc1,9,-3,-1,0,1,2.6,-5,0
COC(=O)c1ccc(NC(C)=O)o1,-1,-1,-3,-26,.,.,.,-1
COc1ccc(CN2CCCCCC2)cc1OC,8,-1,0,1,-13,3.5,-21,-2
O=C(/C=C/c1cccs1)N1CCC2(CC1)Oc1ccc(F)cc1C(=O)C21CC(c2ccc(Cl)cc2)=NO1 (stereo not drawn),-6,2,9,-1,1,-1.9,9,6
CC1CCCN(Cc2nc3c(c(=O)n(C)c(=O)n3C)n2Cc2c(F)cccc2Cl)C1 (stereo not drawn),-3,0,-5,.,-3,-0.6,2,1
Cc1cc(C)n2nc(SCC#N)nc2n1,3,-6,3,.,-6,2.1,-20,.
O=C(/C=C/c1cccc(Cl)c1)Nc1ccncc1,-8,1,3,0,.,.,-5,0
O=S(=O)(Nc1cccc2ncccc12)c1cccc(C(F)(F)F)c1,-18,-2,1,3,.,-2.8,2,69
CN(C)S(=O)(=O)c1ccc(Cl)c(NC(=O)COC(=O)CNC(=O)c2ccco2)c1,15,2,1,-5,-5,-1.4,-4,-1
S=C(N/N=C1\C2CN3CCN(C2)CC1(c1ccccc1)C3)Nc1ccccc1,.,.,2,2,2,.,-1,-1
O=C(Cc1ccc(-n2c(=O)c3ccccc3n(Cc3ccccc3F)c2=O)cc1)NCC1CCCO1 (stereo not drawn),.,1,-3,.,12,-0.1,-4,-13
CO[C@@H]1CN(C)C(=O)c2cc(NS(=O)(=O)c3cn(C)cn3)ccc2OC[C@@H](C)NC[C@@H]1C,-1,1,0,7,13,2.4,-12,2[16.7 µM]
CCS(=O)(=O)Nc1ccc2c(c1)C(=O)N(C)C[C@@H](OC)[C@H](C)CN(C(=O)C1CCC1)[C@H](C)CO2,-5,-51,-2,9,-3,-0.1,.,.
Cc1ccc(OCC(=O)N2N=C(c3ccncc3)CC2(O)C(F)(F)F)cc1C (stereo not drawn),-2,3,-9,-7,10,2.7,-11,13
Nc1c(Cl)ncnc1NCCc1ccc(O)cc1,0,.,.,20,-42,-1.8,2,-9
C#CCOCCOCCOCCNc1nc(N2CCN(C(=O)[C@H](CCC(=O)O)n3cc([C@@H](N)CCCCN)nn3)CC2)nc(N2CCN(C(=O)[C@H](CCC(=O)O)n3cc([C@@H](N)CCCCN)nn3)CC2)n1,-3,-3,6,.,24,-2.9,1,.
CCN(CC)CCCN=C1N[C@@H](c2cccc(F)c2)C(C(=O)OC)=C(C)N1Cc1ccccc1,-57,-1,0,-5,-6,-1.7,7,-9
Cc1ccc(OCC(=O)c2cc(C)n(Cc3cccs3)c2C)c([N+](=O)[O-])n1,2,-4,4,2,-4,-0.1,-3,-2
CCCC(=O)N1CCCC1(C)C(=O)Nc1ccc2nc(C)ccc2c1 (stereo not drawn),6,-4,2,0,-3,-3.8,-11,-7
COc1ccc(C(=O)CC(=O)C(=O)Nc2ccccc2C(F)(F)F)cc1,-13,0,1,-2,7,0.5,3,.
CC(C)(C)Nc1nc(Cl)nc(NCc2ccccc2)n1,.,3,-1,6,-16,5.3,7,.
O=C(Nc1ccc(N2CCN(C(=O)c3ccccc3)CC2)cc1)c1ccc([N+](=O)[O-])o1,.,.,.,-122,-43,-16,1,.
Cc1nc(C)n(C(=O)N(c2ccccc2)c2ccccc2)n1,-6,-6,-6,-12,.,.,-15,-8
O=C(Nc1ccc(-c2ccc3nncn3n2)cc1)C1CCCC1,-10,-8,6,2,23,1.9,-8,11
Cc1ccccc1-c1cnc2c(c1)C(=O)N([C@H](C)CO)C[C@@H](C)[C@@H](CN(C)Cc1ccncc1)O2,12,1,5,-4,-1,0.2,.,6[16.7 µM]
COc1ccc(C2NC(=S)NC(O)(C(F)(F)F)C2C(=O)c2cccs2)cc1 (stereo not drawn),1,0,-3,-5,17,.,.,-2
CC(=O)CCc1oc2ccc(C)cc2c1-c1ccc(C)o1,.,.,.,8,3,4.5,4,.
CC1=C(C#N)C(Nc2ccc(C)cn2)(C(F)(F)F)C(=O)N1 (stereo not drawn),2,-1,4,-2,.,.,-15,-1
C[C@@H]1CN([C@H](C)CO)C(=O)c2ccccc2-c2ccccc2CO[C@@H]1CN(C)Cc1cccc(O)c1,-8,-1,66,2,14,0.5,-5,.
COc1cscc1C(N)=O,.,1,-1,8,4,0.3,-2,3
CCOC(=O)c1ccc(NC(=O)CSc2nncn2-c2cccnc2)cc1,0,0,1,-6,-3,1.8,-6,0
CN(Cc1ccccc1)C(=O)COC(=O)C12CC3CC(CC(Br)(C3)C1)C2,0,-3,2,-5,-6,-0.4,-8,-5

# Whole records, looked up by structure.
# `Cc1ccc(OCC(=O)c2cc(C)n(Cc3cccs3)c2C)c([N+](=O)[O-])n1` as listed: C2C12 statin: 2; Cneo AK release: -4; PglD inh: 4; PGC1a acetyl inh: 2; GSIS activator: -4; CFTR F508del cor: -0.1; FN deposit inh: -3; miR-122 sensor: -2
# `CCCC(=O)N1CCCC1(C)C(=O)Nc1ccc2nc(C)ccc2c1` (stereo not drawn) as listed: C2C12 statin: 6; Cneo AK release: -4; PglD inh: 2; PGC1a acetyl inh: 0; GSIS activator: -3; CFTR F508del cor: -3.8; FN deposit inh: -11; miR-122 sensor: -7
# `COc1ccc(C2NC(=S)NC(O)(C(F)(F)F)C2C(=O)c2cccs2)cc1` (stereo not drawn) as listed: C2C12 statin: 1; Cneo AK release: 0; PglD inh: -3; PGC1a acetyl inh: -5; GSIS activator: 17; CFTR F508del cor: .; FN deposit inh: .; miR-122 sensor: -2

# 2 compounds drawn at random from those above, as already listed:
SMILES,C2C12 statin,Cneo AK release,PglD inh,PGC1a acetyl inh,GSIS activator,CFTR F508del cor,FN deposit inh,miR-122 sensor
C=CCNc1ncnc2c1cnn2-c1ccc(Cl)cc1,-39,-2,.,-2,.,0.2,6,-2
COc1ccc(S(=O)(=O)NC2CCCCC2)cc1C(=O)N1CCCCC1,-1,1,5,.,5,-2.1,-5,.

# Screening results deposited in PubChem BioAssay by Broad Institute.
